Wee1 degr inh: Wee1 degradation inhibitors, primary screen, cell-based, HeLa, Wee1K328M-luciferase, luminescence; HeLa Luc-Wee1K328M stability; 100% = proteasome inhibitor MG132 effect; Wee1-like protein kinase (Homo sapiens), P30291; reporter increase, % at 5 µM; hit rate 1.2% among 220,000;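 active = activation above the mean of all tested compounds plus 3 SD, set per screening run, cut at about 8.8% in these data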;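 also: cells exposed to compound for 20 h before luminescence read; 0% = DMSO alone and 100% = MG132 at 30 µM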
TNF necrop inh: inhibitors of TNF-alpha triggered necroptosis, primary screen, cell-based, Jurkat FADD-/-, single concentration; Jurkat FADD-/- TNF necroptosis rescue, ATP luminescence, 24 h; 0 = TNF only, 100 = no-TNF cells; activation (protection from cell death), % at 10 µM; hit rate 0.068% among 220,000;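 active = activation, meaning protection from cell death, of at least 50% relative to plate controls; inactive = activation below 50%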;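 also: necroptosis triggered by 40 ng/mL TNF-alpha added together with compound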
Ba/F3 V617F tox: reduced viability of JAK2V617F-dependent Ba/F3 cells, primary screen, JAK2V617F inhibitor project, cell-based, Ba/F3 EpoR-JAK2V617F, luminescence; inhibition, % at 5.6 µM; AID 1446, 2008; ATP luminescence; hit rate 1.1% among 220,000;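 active = inhibition above the campaign mean plus 3 SD over all tested compounds, cut at about 24% in these data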;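 also: cytokine-independent growth of Ba/F3 cells driven by EpoR plus mutant JAK2; 0% = DMSO-treated cells and 100% = JAK inhibitor I control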
RBBP9 inhibitor: human RBBP9 inhibitors, primary screen, biochemical, fluorescence polarization, FP-Rh probe, HTS | Serine hydrolase RBBP9 (Homo sapiens), O75884 | inhibition, % at 7.94 µM | recombinant RBBP9 | hit rate 0.2% among 220,000;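 active = inhibition above the campaign mean of all tested compounds plus 3 SD, cut at about 14% in these data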;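 also: plate controls were DMSO wells with RBBP9 for no effect and wells lacking RBBP9 protein for full effect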
Target sequence (O75884 whole entry, looked up): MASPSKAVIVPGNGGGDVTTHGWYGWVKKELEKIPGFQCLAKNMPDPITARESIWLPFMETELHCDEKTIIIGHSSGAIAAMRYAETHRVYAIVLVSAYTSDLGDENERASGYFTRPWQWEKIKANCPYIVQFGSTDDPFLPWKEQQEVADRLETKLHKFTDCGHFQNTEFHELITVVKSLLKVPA
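Test system – recombinant human RBBP9 · Input – RBBP9 2.5 µM in dispensing solution, pre-mixing · Medium – Tris buffer pH 8.0, NaCl, Pluronic · Schedule – preincubation 30 min plus labeling 45 min at 25 °C · Measured by – fluorescence polarization · Measure – % inhibition · Controls – DMSO and no-protein wells · Replicates – one well per compound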
TRPML3 agonist: human TRPML3 channel agonists, primary screen, cell-based, HEK293 TRPML3-YFP, Fluo-8 calcium fluorescence, 3 µM; Mucolipin-3 (Homo sapiens), Q8TDD5; 100% = the carbachol control signal; activation, % at 3 µM; hit rate 0.29% among 220,000; AID 1448, 2008;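 active = activation above its plate's cutoff, the mean activation of the plate's test wells plus 3 SD, cut at about 12% in these data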;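 also: 0% = DMSO only wells and 100% = carbachol wells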
Target sequence (Q8TDD5 whole entry, looked up): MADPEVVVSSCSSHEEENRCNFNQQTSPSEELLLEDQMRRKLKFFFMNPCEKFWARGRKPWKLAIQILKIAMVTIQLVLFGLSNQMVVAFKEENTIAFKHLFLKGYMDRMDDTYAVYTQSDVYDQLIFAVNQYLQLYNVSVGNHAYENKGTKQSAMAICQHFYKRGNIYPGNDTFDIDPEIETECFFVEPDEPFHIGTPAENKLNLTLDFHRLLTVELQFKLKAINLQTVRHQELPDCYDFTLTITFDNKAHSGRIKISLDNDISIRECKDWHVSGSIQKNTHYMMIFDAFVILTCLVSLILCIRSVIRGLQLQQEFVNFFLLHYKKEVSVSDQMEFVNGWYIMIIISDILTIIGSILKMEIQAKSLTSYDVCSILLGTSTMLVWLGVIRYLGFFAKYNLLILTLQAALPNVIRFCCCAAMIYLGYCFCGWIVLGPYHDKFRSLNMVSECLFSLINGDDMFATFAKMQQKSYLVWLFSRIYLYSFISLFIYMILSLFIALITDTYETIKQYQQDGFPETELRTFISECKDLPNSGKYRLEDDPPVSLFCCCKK
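system = HEK293 cells stably carrying human TRPML3-YFP | doses = one concentration, 3 µM nominal, 0.3% DMSO | timing = dye loading 1 h 37 °C then 30 min ambient, 125 s read | detection = Fluo-8 calcium dye fluorescence, ex 470-495, em 515-575 nm | benchmarks = high control carbachol 87 µM, low control DMSO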
PPC-1+TRAIL kill: compounds killing PPC-1 cancer cells with TRAIL present, primary screen, TRAIL potentiator project, ATPLite luminescence, uHTS. PPC-1 cells + TRAIL, ATPLite viability luminescence. cell killing (% activity), % at 4 µM. hit rate 0.41% among 220,000;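 active = cell killing above 50% in the first pass at 4 µM, then a duplicate retest at 5 µM averaging 50% or more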;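 also: plate controls were cells with TRAIL plus DMSO for no effect and medium-only wells lacking cells for full effect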
BaF3 parental: parental Ba/F3 cell viability inhibition, counter-screen for JAK2V617F inhibitor project, murine pro-B, CellTiter-Glo luminescence. hit rate 1.1% among 220,000. AID 1486, 2009. CellTiter-Glo ATP luminescence. inhibition, % at 5.6 µM;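 active = inhibition above a per-campaign cutoff, the mean inhibition of all tested compounds plus 3 SD, cut at about 27% in these data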;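 also: 0% = DMSO wells and 100% = JAK Inhibitor I control wells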
CHOP inh: inhibitors of CHOP promoter induction, primary screen, cell-based, unfolded protein response, luciferase reporter; CHO-K1 CHOP-promoter luciferase, tunicamycin-induced, 15-18 h; inhibition, % at 10 µM; hit rate 3.8% among 220,000; AID 2732, 2010;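 active = compounds that reduced the stress-induced luciferase reporter signal by more than about 70% of percent inhibition, limit read from the data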;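 also: 0% = tunicamycin plus vehicle and 100% = wells without tunicamycin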
TRPN1 ag: zebrafish TRPN1 channel agonists, primary screen, cell-based, HEK293, calcium fluorescence; transient receptor potential cation channel N1 (TRPN1/NompC), Danio rerio; HEK293 zebrafish TRPN1-YFP, Fluo-8 calcium fluorescence; 100% = response to 87 µM carbachol; activation, % at 3 µM; hit rate 0.18% among 220,000; AID 1424, 2008;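 active = activation above its plate's cutoff, the mean activation of test wells on that plate plus 3 SD, cut at about 19% in these data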;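 also: 0% = DMSO alone and 100% = 87 µM carbachol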
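Material – zebrafish TRPN1-YFP in HEK293 cells · Doses – 3 µM single point · Schedule – dye 1 h 37 °C plus 30 min RT · Signal – Fluo-8 calcium fluorescence, excitation 470-495 nm, emission 515-575 nm · Read-out – % activation versus carbachol response · Control set – carbachol high, DMSO low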
The depositor's hits bear a star; . = not tested or not shown; [ ] = another dose, or the depositor's remark. Rows are unselected; overall some 6.8% were active at least once.

Compound	Wee1 degr inh	TNF necrop inh	Ba/F3 V617F tox	RBBP9 inhibitor	TRPML3 agonist	PPC-1+TRAIL kill	BaF3 parental	CHOP inh	TRPN1 ag
C/C(=N\Nc1ccccc1)c1c(O)cc(C)oc1=O	2.3	0.1	0.8	2.0	1.0	16.7	5.5	9.7	0.2
CCn1cc(C(=O)O)c(=O)c2cnc(N3CCN(C(=S)Nc4ccc(F)cc4)CC3)nc21	-0.9	1.5	7.9	-6.6	-0.3	7.8	12.7	-50.0	1.6
CC(=O)c1ccc(NC(=O)CCC(=O)OCC(F)(F)C(F)F)cc1	1.6	-1.9	-0.2	-3.9	0.9	28.1	0.2	-19.8	0.7
CCOC(=O)C(CC)Sc1nnc(COc2ccc(C)cc2)n1-c1ccccc1 (centres undefined)	0.1	-0.1	-1.0	-4.8	-0.6	6.6	3.2	37.9	-2.0
CCOC(=O)c1cc(C)n(-c2ccccc2)c1C	0.8	-2.5	-4.3	-7.2	-0.4	1.1	0.3	-10.6	-2.6
Cc1cccc(OCC(=O)O/N=C(\N)c2ccccn2)c1C	11.2*	-0.8	1.0	10.2	-0.1	2.8	7.1	-4.3	0.8
Clc1cccc(Cl)c1-c1noc(-c2ccno2)n1	-0.8	2.5	-2.9	7.2	-0.6	-2.2	0.7	7.7	1.1
CCCc1cc(=O)n2[nH]c(NCc3c(F)cccc3Cl)nc2n1	-0.5	0.4	-1.8	-7.3	0.2	15.6	1.5	11.8	1.2
CC1=C(C(=O)Nc2ccccc2)C2(CCCCC2)C(C#N)=C(SCC(N)=O)N1	-1.9	0.2	1.0	-8.8	0.3	15.0	3.3	0.4	-0.3
Cc1cc(C)nc(N/C(=N/S(=O)(=O)Cc2ccccc2)Nc2ccccc2)n1	-2.2	0.8	-0.2	-8.1	0.7	1.9	2.2	36.8	0.2
Cn1c(-c2ccc3ccccc3n2)nc2cnccc21	0.3	-11.5	0.6	-5.5	0.2	25.4	3.5	20.1	-1.1
O=C1c2ccccc2C(O)N1Cc1cccs1 (centres undefined)	3.0	1.4	1.2	-11.6	1.0	-1.8	-1.2	17.1	1.4
CCOc1ccc(NC(=S)N(CCc2ccncc2)C(C)C)cc1	-0.3	0.8	0.1	-0.9	0.9	7.7	7.8	-8.9	2.1
CCOC(=O)c1cc(NC(=O)Nc2ccccc2Cl)c(C)nc1C	0.3	1.5	2.5	-1.3	0.5	7.4	7.5	9.6	0.6
CCc1ccc(NC(=O)N2CCC(c3ccccc3)C2)cc1 (centres undefined)	2.1	1.1	0.3	2.2	-0.2	4.1	4.5	-22.7	-1.2
CCN(C(=O)CSc1nnc(Cc2cccc3ccccc23)n1N)C1CCS(=O)(=O)C1 (centres undefined)	1.4	-0.7	-1.5	3.0	0.0	6.6	4.4	-23.5	-0.2
CCCCNC(=S)NCc1ccc2[nH]c(C)cc2c1	-1.6	-3.0	4.1	1.1	0.0	21.2	6.9	8.8	0.7
O=C(O)c1ccccc1SCC(=O)N1c2ccccc2Sc2ccccc21	1.8	-0.5	0.1	-5.1	0.4	17.1	9.2	12.0	-0.2
Cc1c(O)ccc2c(=O)c(-c3nncn3-c3ccccc3)coc12	-3.7	-0.8	3.7	-10.7	-0.1	17.8	7.7	1.8	0.1
Cc1cccc(C(=O)O)c1NC(=O)c1ccc(F)cc1	-2.3	-2.0	-2.5	-5.7	0.9	12.4	-1.1	16.6	-0.3
CC1(C)CC(=O)C=C(N2CCCC2)C1	0.0	-1.1	-0.6	-8.0	0.4	8.4	-2.2	-2.8	0.2
Cc1cc(C)cc(N(CC(=O)NCCSc2ccccn2)S(=O)(=O)c2ccccc2)c1	-0.6	-5.7	-1.9	0.6	-1.2	10.9	1.4	46.7	-2.0
Cc1nc2cc(CO)ccc2s1	-1.8	0.6	-2.5	10.4	0.3	4.9	3.0	2.1	-0.1
CC(=O)N(CN1C(=O)CCC1=O)c1ccc(Cl)c(Cl)c1	7.8	3.7	-3.9	5.6	0.5	-5.3	2.8	10.0	-2.5
CCOc1cc(C(=O)OCC(=O)Nc2ncc(Cl)c(C)c2Cl)ccc1OCC(=O)N1CCOCC1	-0.8	-1.4	-0.6	-7.3	1.4	-11.3	8.2	7.2	2.4
CCN(C1CCCCC1)S(=O)(=O)c1ccc(C(=O)O)cc1	1.9	-0.6	-4.1	-2.6	-0.8	6.1	1.5	1.1	-0.8
O=C(CSc1cccc[n+]1[O-])c1ccccc1Br	-0.9	-6.6	6.6	-6.7	0.6	21.2	7.0	-21.5	-0.8
C/C(Nc1ccc(C)cc1)=C(/C#N)C(N)=O	0.4	-1.0	-1.1	0.9	-0.1	17.2	-2.7	19.2	-1.6
CCOC(=O)c1c2n(c3ccc(OC(C)=O)cc13)CCC2	-1.3	0.0	-5.8	-4.3	-0.2	3.8	3.3	36.6	0.0
COCCN(Cc1cc2ccc(C)c(C)c2nc1Cl)C(=O)N1CCOCC1	0.5	0.6	-0.4	-6.5	-0.1	6.3	2.2	9.5	0.8
O=C(Nc1cccc(S(=O)(=O)N2CCCC2)c1)c1cc(-c2ccccn2)nc2ccccc12	-0.7	-0.7	1.1	-7.2	1.4	7.2	7.1	24.8	2.9
Cc1cc(C)n(C(=O)CNc2ccccc2Cl)n1	-1.4	-1.0	-1.8	-7.0	1.3	13.0	-0.1	-5.9	-1.2
CC(C)CN(CC(C)C)C(=O)Nc1ccccc1F	1.3	-0.4	1.4	4.7	0.3	-4.7	7.5	6.3	0.6
COc1ccccc1N1CCN(C(=O)CSc2nc3ccccc3[nH]2)CC1	-1.4	-0.6	1.5	-6.0	0.1	-10.0	4.0	39.5	-1.9
COc1cccc(NC(=O)CSc2ccccn2)c1	-0.9	-0.1	0.1	-0.5	-1.0	6.2	4.0	1.3	0.9
O=C(COC(=O)c1cc(-c2cccc3ccccc23)nc2ccccc12)NC1CCS(=O)(=O)C1 (centres undefined)	-2.6	2.7	-0.9	-6.1	1.2	15.0	4.7	45.9	-0.6
CN1CCC(=NNC(=O)CN(c2ccc(Oc3ccccc3)cc2)S(C)(=O)=O)CC1	-1.9	1.4	1.3	-6.7	0.8	12.6	4.8	-10.0	-0.9
COc1ccc(N2CCN(C(=O)CSc3ncnc4scc(-c5ccc(C)cc5)c34)CC2)cc1	1.7	-11.7	2.5	-6.5	-0.2	.	0.3	.	0.1
COc1ccc(N=c2oc3ccc(OC)cc3cc2-c2nc3ccccc3[nH]2)cc1	5.1	0.5	1.6	-5.2	0.8	26.1	4.1	101.9*	0.1
CCOC(=O)CCC(=O)N1CCOCCOCCN(C(=O)CCC(=O)OCC)CCOCCOCC1	-1.2	-0.4	1.7	-13.4	1.2	1.3	2.6	39.3	0.7
Cn1c(=N)n(CC(=O)c2ccccc2)c2ccccc21	2.3	-0.9	1.6	4.4	0.1	53.0*[5 µM]	0.0	17.2	-1.7
CC(C)Cn1c(N)c(C(=O)NCc2cccs2)c2nc3ccccc3nc21	-2.6	4.5	-0.9	-7.9	0.9	6.8	4.5	89.0*	1.0
CCCC(=O)Nc1nc(C(=O)OCC)cs1	0.2	-1.4	0.2	-4.4	1.1	7.6	3.7	-2.7	1.2
c1ccc2c(c1)nnn2CNc1nccs1	-0.7	1.6	-2.3	-1.9	1.2	18.1	0.8	-10.8	0.0
[N-]=[N+]=CC(=O)C(Cc1ccccc1)N1C(=O)c2ccccc2C1=O (centres undefined)	-1.3	-2.5	-0.4	2.5	0.1	-7.8	1.0	-8.2	-0.1
O=C1c2ccccc2C(=O)N1CC1=CCS(=O)(=O)C1	-0.3	-10.8	2.5	-2.6	0.7	-2.6	-0.1	23.1	0.1
CCN(c1ccccc1)S(=O)(=O)c1cc(NC(=O)COC(=O)C2CC2)ccc1Cl	2.4	-0.2	2.7	-2.4	3.3	0.5	5.7	8.5	6.6
Cc1ccc(NC(=O)c2sc(N)nc2-c2ccc([N+](=O)[O-])cc2)c(C)c1	0.1	-0.1	-0.7	-4.3	0.8	0.6	3.4	6.0	0.4
O=C1COCCOCCOCC(=O)NCCN1	1.7	0.6	-0.6	0.6	0.3	-9.5	5.5	8.1	0.5
CC(=O)Nc1ccc(NC(=O)COC(=O)[C@@H](NC(=O)c2ccc(F)cc2)C(C)C)cc1	0.0	0.6	-2.2	-5.2	0.4	1.1	3.2	8.1	0.5

Next part:
Compound	Wee1 degr inh	TNF necrop inh	Ba/F3 V617F tox	RBBP9 inhibitor	TRPML3 agonist	PPC-1+TRAIL kill	BaF3 parental	CHOP inh	TRPN1 ag
COc1cc2c(cc1NC(=O)/C=C/c1cc(OC)c(OC)c(OC)c1)oc1ccccc12	0.3	-1.1	-1.7	-8.3	0.8	6.8	-0.9	0.8	-0.4
COc1ccc(C(=O)CCN2CCc3cc(OC)c(OC)cc3C2)cc1	8.1	1.7	-5.0	1.1	0.2	1.9	-4.8	-20.2	1.9
CC(=O)NC(C)c1ccc(Cl)c(Cl)c1 (centres undefined)	6.0	3.9	-1.4	-4.9	0.3	-17.4	6.0	23.3	0.5
O=C(O)CCC(=O)c1ccc2ccc3cccc4ccc1c2c34	2.4	1.8	0.8	2.8	0.6	-1.7	-2.5	24.6	0.3
Cn1c(SCC(=O)N/N=C/c2ccncc2)nc2ccccc21	-0.6	3.9	-3.8	-3.0	-0.1	9.7	-2.8	8.5	0.2
C/C(=C\c1ccccc1)C(=O)NCCN1CCOCC1	-0.9	-0.1	-1.2	-8.3	0.5	-5.8	8.8	-2.8	-0.4
NC(=O)c1ncc(C(F)(F)F)cc1Oc1ccc(C(F)(F)F)cc1	-0.5	-0.1	-1.0	-9.4	0.9	8.3	2.1	30.4	-0.3
O=C(CN1CCCC1)N1CCN(c2ccccc2)CC1	5.6	0.0	-1.1	-4.9	0.6	12.5	6.5	-1.5	0.6
